High-throughput results as filed in PubChem BioAssay.
Epigenetic reg: derepresses silenced GFP reporter in murine cells | murine LDR cells, GFP reporter derepression, 30 h | AID 1865 | 280,000 tested, 0.2% active | Potency, µM (series often up to 53.9 µM), for the others: at the highest dose GFP activation, actives largely listed as activators; note: potency is the fitted concentration of half-maximal effect; % of control where 0% means no effect; nearly all actives have a fitted effect of over 60% in size
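Murine LDR cells bearing a silenced CMV-driven GFP reporter were exposed to compound for 30 h at 37 C. After PBS washes, GFP-positive cells (20-120 um objects) counted by laser-scanning microplate cytometry.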
IMPase Li inh: membrane-permeable IMPase blocker, potentiated with lithium. CHO-M1 cells, IP1 TR-FRET (IP-One), carbachol + lithium. Potency, µM (highest dose often 59.4 µM), for the others: at the highest dose activity, negative = IMPase inhibition, actives largely listed as inhibitors. 210,000 tested, 0.35% active. AID 1457;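 note: IP1 builds up when IMPase is blocked and the TR-FRET signal falls; potency is the fitted concentration of half-maximal effect; plate controls were basal vehicle for no effect and high inhibitor control for full effect; nearly all actives have a fitted effect of over 50% in size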
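Steps: plate 2000 CHO-M1 cells per well and culture 16–30 h; add compound and lithium; incubate 30 min, 37C; add d2-IP1 tracer and Eu cryptate anti-IP1 antibody in lysis buffer; read after 10 min at room temperature.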
CBFb-RUNX1 inh: inhibitors of human CBF-beta and RUNX1 interaction | Q01196+Q13951 | 230,000 tested, under 10 active | Potency, µM (doses to about 59.8 µM), without a hit: at the top dose activity, negative = inhibition, usual class: inhibitors | AlphaScreen CBFb-His/RUNX1-biotin binding, biochemical | AID 1477; note: % of control where 0% means no effect
Target sequence (Q01196 whole entry, looked up): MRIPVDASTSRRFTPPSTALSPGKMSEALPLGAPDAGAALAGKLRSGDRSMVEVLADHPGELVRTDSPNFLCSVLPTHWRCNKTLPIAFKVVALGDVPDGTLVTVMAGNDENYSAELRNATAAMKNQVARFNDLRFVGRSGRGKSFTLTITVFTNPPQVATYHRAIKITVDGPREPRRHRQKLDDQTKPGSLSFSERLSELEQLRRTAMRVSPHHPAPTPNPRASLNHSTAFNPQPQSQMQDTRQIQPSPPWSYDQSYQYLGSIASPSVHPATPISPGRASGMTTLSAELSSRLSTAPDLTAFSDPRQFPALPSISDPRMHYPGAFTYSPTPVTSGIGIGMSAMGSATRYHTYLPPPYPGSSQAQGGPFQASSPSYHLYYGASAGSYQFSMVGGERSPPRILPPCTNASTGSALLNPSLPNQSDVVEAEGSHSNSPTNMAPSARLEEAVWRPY
Target sequence (Q13951 whole entry, looked up): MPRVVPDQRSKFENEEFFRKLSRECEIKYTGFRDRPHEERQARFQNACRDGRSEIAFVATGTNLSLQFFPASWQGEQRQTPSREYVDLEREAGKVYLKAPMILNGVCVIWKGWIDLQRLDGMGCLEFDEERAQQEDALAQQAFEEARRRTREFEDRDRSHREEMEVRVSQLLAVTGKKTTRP
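Bead-based AlphaScreen assay; binding partners His-tagged CBF-beta and biotinylated RUNX1 at 30 nM each. Compound exposure 15 min after a 20-min protein preincubation; bead step 90 min; all steps at room temperature.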
HttQ103 aggreg: mutant huntingtin aggregation inhibition | PC12 HttQ103-GFP aggregates, Acumen cytometry, 40 h | Potency, µM (series often up to 46.1 µM), for the others: at the top dose activity change, negative = inhibition, hits mostly inhibitors | 220,000 tested, 1.1% active | AID 1688; note: potency is the fitted concentration of half-maximal effect; % is set by controls: 0 for no effect and ±100 for the full control effect; nearly all actives have a fitted effect of over 60% in size
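Quantitative HTS on tebufenozide-induced (100 nM) PC12 cells stably expressing polyQ103 Huntingtin exon 1–GFP. Reduction of bright GFP aggregates, detected by laser scanning cytometry after lysis, identified actives across the titration.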
KinaseGlo FLuc: counter-screen: inhibitors of Kinase-Glo firefly luciferase; 200,000 tested, 0.28% active; Kinase-Glo luciferase, ATP luminescence, 8 min; Potency, µM (titrated, usually from 38.3 µM), for the others: at the top dose activity change, negative = inhibition, usual class: inhibitors; Q27757; note: potency is the fitted concentration of half-maximal effect; % is set by controls: 0 for no effect and ±100 for the full control effect; nearly all actives have a fitted effect of over 60% in size
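Compounds were added to a substrate mix at pH 7.2 (50 mM imidazole, 10 uM ATP, within the enzyme's linear range), followed by Kinase-Glo detection reagent; luminescence was measured after 8 minutes at ambient temperature.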
NPSR antag: neuropeptide S receptor (human) antagonism, cAMP. Q6W5P4. CHO-NPSR cells, cAMP TR-FRET, antagonist mode. Potency, µM (highest dose often 38.3 µM), inactives show at the top dose activity change, negative = inhibition, usual class: inhibitors. 220,000 tested, 1% active. AID 1461; note: potency is the fitted concentration of half-maximal effect; % is set by controls: 0 for no effect and ±100 for the full control effect; nearly all actives have a fitted effect of over 50% in size; many of its hits are not listed in these tables
Target sequence (Q6W5P4 whole entry, looked up): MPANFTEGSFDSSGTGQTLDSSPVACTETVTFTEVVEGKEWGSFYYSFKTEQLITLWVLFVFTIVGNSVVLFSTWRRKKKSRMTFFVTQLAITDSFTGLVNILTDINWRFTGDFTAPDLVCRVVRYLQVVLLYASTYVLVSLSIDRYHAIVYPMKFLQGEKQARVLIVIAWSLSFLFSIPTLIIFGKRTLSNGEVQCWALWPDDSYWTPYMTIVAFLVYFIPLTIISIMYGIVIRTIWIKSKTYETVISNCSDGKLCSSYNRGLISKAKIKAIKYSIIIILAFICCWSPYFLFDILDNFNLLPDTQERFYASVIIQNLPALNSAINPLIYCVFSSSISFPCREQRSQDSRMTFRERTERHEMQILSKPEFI
LMNA splice mod: modulators of lamin A splicing | Potency, µM (series often up to 46.1 µM), without a hit: top-dose ratio change, negative = inhibition, actives largely listed as inhibitors | 200,000 tested, 0.01% active | HeLa LMNA splicing GFP/RFP minigene ratio, 48 h; active = well fitted inhibition curve with a large enough effect in the signal ratio, with a control signal flat, not every such curve was filed as active; inconclusive = small, poorly fitted or top-dose-only effect, or effect the other way, or a change in a side signal; the % refers to the signal ratio; note: potency is the fitted concentration of half-maximal effect; % is set by controls: 0 for no effect and ±100 for the full control effect
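S3 HeLa cells stably expressing lamin A-EGFP splicing minigene plus DsRed2, 600 cells/well, 48 h compound exposure at 37C. Laser-scanning cytometry; analysed as GFP (500-530 nm)/RFP (575-640 nm) total intensity ratio; 0.5% DMSO vehicle.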
Active calls of the source: *; ? = inconclusive; . = not tested or not shown; & = joins results of further samples; [ ] = dose if it differs, or a comment. Unless noted, calls come from the whole dose curve; as a rule, active = well fitted curve in the direction sought with a large enough effect; inconclusive = small, poorly fitted or top-dose-only effect, or another doubt; inactive = no such curve, though single readings can be large; an effect the other way counts as inactive or inconclusive.

SMILES,Epigenetic reg,IMPase Li inh,CBFb-RUNX1 inh,HttQ103 aggreg,KinaseGlo FLuc,NPSR antag,LMNA splice mod
Cc1onc(-c2ccccc2)c1C(=O)NCc1ccc2c(c1)OCO2,0.7%,6.3%[38.3 µM],6.1%,15.2%,-1.0%,-6.1%[46.1 µM],2.5%
CC(=O)N[C@@H](Cc1c[nH]c2ccccc12)C(=O)OCC(=O)NCc1ccc2c(c1)OCO2,6.8%,15.8%,5.5%,19.5%,3.2%,4.4%,5.2%[46 µM]
Nc1ccc(C(=O)Nc2ccc3nc(-c4ccncc4)[nH]c3c2)cc1,-5.4%,3.7%,-0.7%,10.3%[9.22 µM],-0.8%,-10.6%,2.7%[46 µM]
CC(C)n1nc(C(=O)Nc2nnc(C3CC3)s2)c2ccccc2c1=O,1.2%,2.6%,-4.2%,0.2%,-2.1%,-13.6%,.
CNC(=S)N1CCN(c2nc3ccccc3s2)CC1,-7.2%,10.3%,-1.2%,-6.9%[9.22 µM],-4.9%,-2.9%,.
Cc1ccc(C(=O)CSc2nc3ccc(C(=O)NCCN4CCCCC4)cc3c(=O)[nH]2)cc1,-2.3%,.,-9.8%,-34.1%[9.22 µM],.,11.7%,.
Cc1ccc(C)c(N(C)C(=O)c2coc(=O)c3ccccc23)c1,1.0%,-3.0%[38.3 µM],-3.7%,-5.8%,1.6%,-15.7%[46.1 µM],2.8%
CCc1ccc(OCC(=O)NC(=S)Nc2ccc(F)cc2)c(Br)c1,0.0%,-6.4%[38.3 µM],1.9%,12.2%,-2.4%,-7.5%[46.1 µM],8.1%
CCOC(CNC(=O)c1cc(C)nn1-c1ccccc1)OCC,0.0%,24.3%[38.3 µM],0.7%,-3.1%,17.8%,-8.3%[46.1 µM],7.8%
CNC(=O)c1cc(Nc2nnc(-c3ccc(O)cc3)c3ccccc23)ccc1OC,-4.3%&-0.9%,14.1%,7.3%,5.8%[9.22 µM],-1.5%,5.6%,-11.2%[46 µM]
Cc1ccc(NS(=O)(=O)c2ccc(C(=O)N3CCCN(C)CC3)cc2)cc1,-4.5%,3.9%[38.3 µM],8.2%,-10.4%,0.6%,-11.0%[46.1 µM],9.2%
CCn1cc(C(=O)NCCC2=CCCCC2)c(=O)c2cc(S(=O)(=O)N(C)C)ccc21,-1.0%,3.0%,-1.7%,?,2.5%,-20.4%[46.1 µM],-6.4%
CN(C(=O)COc1cc(=O)n(C)c2ccccc12)c1cccc(Cl)c1,1.0%,-4.2%[38.3 µM],-5.6%,15.3%,0.2%,-13.4%[46.1 µM],-0.4%
CCc1ccc(S(=O)(=O)NCCc2csc(-c3cccnc3)n2)s1,-1.7%,-11.2%[38.3 µM],-2.2%,?,4.0%,6.3%[46.1 µM],?
CC(=O)c1ccc(NC(=S)Nc2ccc(N3CCOCC3)cc2)cc1,-0.1%,0.4%,-7.8%,8.1%,-4.9%,-10.0%,?
CCNc1nnc(-c2ccncc2)s1,-1.4%,-12.5%[38.3 µM],3.4%,-6.7%,-15.3%,-5.4%[46.1 µM],1.1%
N#Cc1c(/N=C/c2cccs2)sc2c1CCC2,0.8%,24.9%[38.3 µM],-16.3%,-3.1%,?,-20.0%[46.1 µM],2.9%
O=C(Nc1ccc(F)c(Cl)c1)C1CC(=O)n2c(nc3ccccc32)N1 (configuration not stated),4.7%,7.0%,2.9%,3.7%[9.22 µM],1.0%,-2.3%,.
Cc1ccc(C(=O)O)cc1S(=O)(=O)N1CCOCC1,0.0%,0.5%,12.8%,-4.7%,4.2%,-1.1%[46.1 µM],-13.8%
CCOc1ccc(CN(C)C(=O)c2cccnc2OCC)cc1OC,2.3%,10.1%,11.8%,-3.8%,-0.2%,4.0%,-3.0%[46 µM]
O=C1CCCN1c1ccc(S(=O)(=O)N2CCN(c3ccccc3)CC2)cc1,-5.8%,-3.0%,1.5%,-5.6%[9.22 µM],2.5%,-1.5%,.
O=C(CSc1nc2ccccc2s1)Nc1ccc(Cl)c(C(=O)O)c1,1.9%,1.8%,10.6%,0.8%,2.1%,13.7%,.
CCN(C(=O)COc1cc(=O)n(C)c2ccccc12)c1cccc(Cl)c1,0.0%,-3.9%[38.3 µM],1.4%,-3.8%,-1.9%,-9.2%[46.1 µM],3.9%
CC(=O)Nc1ccc(NC(=O)C(Cc2ccccc2)NC(=O)C2CCC(C)CC2)cc1 (configuration not stated),6.9%,-1.7%,-0.4%,6.0%,3.5%,10.5%,-6.8%
Cc1cccn2c(=O)c3cc(C(=O)NCCc4ccccc4)c(=N)n(CCCn4ccnc4)c3nc12,-1.0%,.,-11.2%,?,.,-26.5%[46.1 µM],-13.5%
Cc1ccc(NC(=O)CSc2nc3c([nH]c4ccccc43)c(=O)n2C)cc1,-2.9%,21.0%,1.7%,15.1%,3.1%,-17.9%,.
O=S(=O)(c1ccc(Cl)cc1)N1CCN(c2nc(-c3cccs3)nc3ccccc23)CC1,-0.9%,-4.8%,3.4%,18.2%,5.0%,-5.0%,0.9%
Cc1cc(NC(=O)COC(=O)CCCOc2ccc(Cl)cc2C)no1,0.2%,-1.6%[38.3 µM],2.8%,5.5%,-2.0%,-3.5%[46.1 µM],-3.6%
COc1cccc(C2C3=C(CC(C)(C)CC3=O)Nc3n[nH]c(C)c32)c1 (configuration not stated),2.5%,-5.6%,-7.0%,7.8%,-0.1%,-13.9%,?
Cc1occc1C(=O)N/N=C/C=C\c1ccccc1[N+](=O)[O-],-4.5%,6.4%,-6.3%,27.1%,0.7%,-22.0%,?
Cc1cc(C)n(-c2nc(N(C)C)nc(N3CCOCC3)n2)n1,-12.2%,-5.2%[38.3 µM],-2.5%,4.7%[9.22 µM],2.3%,2.5%[46.1 µM],3.1%
COC(=O)c1cc(NC(=O)N2c3ccccc3Sc3ccccc32)cc(C(=O)OC)c1,-1.3%,-4.5%[38.3 µM],-12.3%,20.4%,0.3%,-27.1%[46.1 µM],2.8%
Cn1c(CN2CCOCC2)c(C#N)c2ccccc21,0.2%,-14.1%[38.3 µM],2.4%,-13.8%,-5.0%,-10.8%[7.67 µM],-5.0%
C=CCn1c(=NC(=O)c2ccc(S(=O)(=O)N3CCCC3)cc2)sc2cc(NC(C)=O)ccc21,2.3%,-5.8%,-9.5%,20.2%,-1.9%,-3.0%,-4.4%
C=CCn1c(=O)n(C(=O)OCC)c2cc(Br)ccc21,5.6%,-1.1%,11.8%,-1.1%,-0.1%,1.6%,-6.4%[9.22 µM]
CCCn1c(NCc2ccc(N(C)C)cc2)nc2ccccc21,1.7%,0.2%[38.3 µM],-10.6%,-15.5%,-0.4%,-15.0%[46.1 µM],-1.4%
O=C(CN(C(=O)c1csnn1)c1cccc(F)c1)NCc1ccc(F)cc1,3.7%,-1.6%,-1.4%,-0.6%[9.22 µM],1.9%,-2.8%,17.4%[46 µM]
CCN(CCNC(=O)CCCn1nc(C)n2c(cc3sccc32)c1=O)c1ccccc1,-4.1%,6.7%[38.3 µM],-5.9%,11.2%,-1.5%,-14.1%[46.1 µM],-0.3%
COc1ccc(C2=NN(C(=O)c3cccnc3)C(c3ccccc3)C2)cc1 (configuration not stated),1.1%,18.7%,-6.0%,7.6%,1.9%,-8.9%[46.1 µM],-9.7%
CN(C)c1ccc(NC(=S)NC(=O)/C=C/c2ccco2)cc1,2.3%,-0.5%,1.1%,-12.9%,0.0%,4.7%,.

Taken from above:
Under LMNA splice mod, CCCn1c(NCc2ccc(N(C)C)cc2)nc2ccccc21 has the entry -1.4%
Under IMPase Li inh, O=C(CN(C(=O)c1csnn1)c1cccc(F)c1)NCc1ccc(F)cc1 has the entry -1.6%

Remaining list, next part:
SMILES,Epigenetic reg,IMPase Li inh,CBFb-RUNX1 inh,HttQ103 aggreg,KinaseGlo FLuc,NPSR antag,LMNA splice mod
Cc1ccc(-c2nnc3c4ccccc4c(C)nn23)cc1S(=O)(=O)N1CCN(CCO)CC1,-15.9%,29.5%[38.3 µM],3.1%,28.4%,0.7%,-13.6%[46.1 µM],?
COc1ccc(S(=O)(=O)Nc2ccccc2OC)cc1NC(=O)c1cc2ccccc2oc1=O,0.1%,.,6.4%,1.5%,.,-2.9%[46.1 µM],-3.6%
COc1cc(OC)cc(-n2nnnc2SCC(=O)N2CCCC2)c1,1.6%,14.7%[38.3 µM],11.8%,-3.9%,-2.1%,-16.2%[46.1 µM],-7.6%
O=S(=O)(c1ccccc1)n1ccc2cccnc21,-2.3%,-9.3%[38.3 µM],2.6%,0.3%,4.8%,-5.2%[46.1 µM],9.7%
CC(=O)N/N=C(\C)CCc1ccccc1,-1.4%,-9.5%,10.6%,4.3%,3.7%,8.0%,-16.0%[46 µM]
Cc1ccc(-c2nn(C)c(=O)c3ccccc23)cc1S(=O)(=O)NCCO,-2.1%,16.2%[38.3 µM],11.3%,8.3%,-2.8%,-4.3%[46.1 µM],-1.8%
COc1ccc(-c2[nH]ncc2CN(C)CC2CCCCO2)cc1F (configuration not stated),0.0%,6.7%,10.7%,-2.3%[9.22 µM],-1.2%,-10.0%,?
Cc1nc2ccccc2c(=O)n1NC(=O)CCC(=O)O,2.4%,4.8%,5.5%,-6.1%,-0.5%,23.5%,-15.7%[46 µM]
CC(C)N1C(=O)CCC1C(=O)N1CCN(c2ccc(F)cc2)CC1 (configuration not stated),1.1%,.,7.7%,-11.1%[9.22 µM],.,9.9%,.
CNC(=O)CN1C(=O)c2cccc3cccc1c23,1.0%,2.9%[38.3 µM],5.9%,-6.6%,2.1%,5.0%[46.1 µM],-1.2%
COc1ccc(N(C)S(=O)(=O)c2ccc(C)cc2)c([N+](=O)[O-])c1,4.9%,3.2%,-2.0%,8.4%,0.5%,-9.9%,-13.8%[46 µM]

Not all compounds are listed (hit frequency here may not be typical).
